# Screening data (PubChem BioAssay)
# Anesthetic bind = binds horse apoferritin like a general anesthetic | apoferritin/1-aminoanthracene competitive binding, fluorescence | Potency, µM (highest dose often 77.5 µM), inactives show top-dose activity change, negative = displacement, actives largely listed as inhibitors | 350,000 compounds, 0.074% hits | AID 485281; note: potency is the fitted concentration of half-maximal effect; % is set by controls: 0 for no effect and ±100 for the full control effect; nearly all actives have a fitted effect of over 20% in size
#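 Horse-spleen apoferritin (10 uM) was mixed with 50% saturated 1-aminoanthracene in PBS, exposed to compounds for 10 min at room temperature, and read for fluorescence (ex 380 nm, em 535 nm). Competitive displacement was fitted with a four-parameter Hill equation.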
# ERG-DNA inh = blocks human ERG Ets domain binding to DNA; AID 624246; fluorescence polarization, His-ERG Ets domain / labelled DNA; Potency, µM (titrated, usually from 76.9 µM), for inactives: at the top dose FP activity, negative = inhibition, most hits filed as inhibitors; 370,000 compounds, 0.028% hits; P11308; active = well fitted inhibition curve with a large enough effect in the polarisation, with a control signal flat; inconclusive = small, poorly fitted or top-dose-only effect, or effect the other way, or a change in a side signal; inactive = no such curve, though single readings can be large or run the other way; the % refers to the polarisation;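 note: polarization taken with two DNA probes labelled with fluorescein and Texas red; potency is the fitted concentration of half-maximal effect; % of control where 0% means no effect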
#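 His-tagged ERG Ets domain (1 uM in the protein solution; 300mM KCl, 50mM Tris-HCl, 1mM EDTA, 1mM DTT, pH 7.5) received compound, then a probe mix of 5 nM fluorescein-DNA and 100nM Texas-615-DNA. Fluorescence polarization was read for both dyes.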
# POLK inh = inhibitors of human DNA polymerase kappa; Q9UBT6; purified Pol kappa, fluorescent DNA synthesis assay, 10 min; Potency, µM (series often up to 107 µM), for the others: at the highest dose activity, negative = inhibition, actives largely listed as inhibitors; 400,000 compounds, 0.53% hits; AID 588579; note: potency is the fitted concentration of half-maximal effect; % is set by controls: 0 for no effect and ±100 for the full control effect
#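 Fluorescent qHTS in 1536-well format: enzyme (10 nM) and compound sat 15 min at room temperature before 50 nM substrate (final) was added. Signal taken at 0 and 10 min; no-enzyme buffer wells were negative controls.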
# BLM helicase inh = blocks DNA unwinding by human BLM helicase | Potency, µM (top dose mostly 56.1 µM), inactives show at the highest dose activity change, negative = inhibition, hits mostly inhibitors | 350,000 compounds, 0.2% hits | recombinant BLM DNA unwinding, fluorescence dequenching | P54132 | AID 2528;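 note: potency is the fitted concentration of half-maximal effect; plate controls were vehicle for no effect and no enzyme for full effect; nearly all actives have a fitted effect of over 35% in size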
# Target sequence (P54132 whole entry, looked up): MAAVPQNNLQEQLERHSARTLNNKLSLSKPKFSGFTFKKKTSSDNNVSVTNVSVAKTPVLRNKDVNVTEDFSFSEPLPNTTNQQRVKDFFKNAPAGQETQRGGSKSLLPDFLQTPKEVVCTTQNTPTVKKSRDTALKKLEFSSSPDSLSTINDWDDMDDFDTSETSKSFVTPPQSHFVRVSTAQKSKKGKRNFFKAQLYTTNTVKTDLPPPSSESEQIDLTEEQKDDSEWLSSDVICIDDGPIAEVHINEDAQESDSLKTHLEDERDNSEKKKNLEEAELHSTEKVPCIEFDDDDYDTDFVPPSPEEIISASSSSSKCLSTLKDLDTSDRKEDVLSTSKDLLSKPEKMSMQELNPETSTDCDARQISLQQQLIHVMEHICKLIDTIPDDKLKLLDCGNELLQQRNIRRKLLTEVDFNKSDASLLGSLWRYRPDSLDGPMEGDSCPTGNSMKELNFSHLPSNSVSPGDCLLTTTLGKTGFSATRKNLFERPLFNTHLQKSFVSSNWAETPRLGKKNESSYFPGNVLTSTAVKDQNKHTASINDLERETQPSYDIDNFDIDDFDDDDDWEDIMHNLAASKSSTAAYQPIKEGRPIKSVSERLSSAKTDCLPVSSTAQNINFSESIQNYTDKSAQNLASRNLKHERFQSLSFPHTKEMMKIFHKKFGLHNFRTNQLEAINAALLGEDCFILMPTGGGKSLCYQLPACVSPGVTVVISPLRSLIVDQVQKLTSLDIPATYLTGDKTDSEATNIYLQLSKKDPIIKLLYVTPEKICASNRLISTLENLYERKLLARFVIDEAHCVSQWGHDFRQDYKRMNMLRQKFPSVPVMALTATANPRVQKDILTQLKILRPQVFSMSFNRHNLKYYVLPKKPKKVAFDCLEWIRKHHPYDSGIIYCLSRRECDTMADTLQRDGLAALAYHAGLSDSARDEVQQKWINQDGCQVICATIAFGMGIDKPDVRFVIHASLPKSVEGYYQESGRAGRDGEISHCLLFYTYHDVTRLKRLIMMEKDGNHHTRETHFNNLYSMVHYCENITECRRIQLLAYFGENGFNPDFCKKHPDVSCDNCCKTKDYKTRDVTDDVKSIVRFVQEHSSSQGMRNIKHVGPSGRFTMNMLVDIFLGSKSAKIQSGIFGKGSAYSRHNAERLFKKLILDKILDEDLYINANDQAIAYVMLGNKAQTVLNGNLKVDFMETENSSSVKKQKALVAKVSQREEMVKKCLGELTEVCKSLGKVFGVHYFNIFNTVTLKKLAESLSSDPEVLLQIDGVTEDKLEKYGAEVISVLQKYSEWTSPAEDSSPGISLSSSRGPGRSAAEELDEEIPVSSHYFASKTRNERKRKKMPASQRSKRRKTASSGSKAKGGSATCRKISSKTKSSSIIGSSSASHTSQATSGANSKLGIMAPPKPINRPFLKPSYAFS
# POLB inh = inhibitors of human DNA polymerase beta | Pol beta primer extension/strand displacement, fluorescence kinetic | P06746 | Potency, µM (titrated, usually from 114 µM), for inactives: top-dose activity change, negative = inhibition, actives largely listed as inhibitors | 340,000 compounds, 1.3% hits; note: potency is the fitted concentration of half-maximal effect; % is set by controls: 0 for no effect and ±100 for the full control effect
#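 Pol beta (10 nM) and compounds were preincubated 15 min at room temperature, then 50 nM substrate (final) started primer extension/strand displacement. Reads were taken at 0 and 10 min; concentration-response data were fitted to a four-parameter Hill equation.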
# APEX1 inh = blocks human APE1 abasic DNA cleavage | P27695 | recombinant APE1, TAMRA/BHQ-2 abasic DNA cleavage fluorescence | Potency, µM (top dose mostly 65.8 µM), for the others: top-dose activity change, negative = inhibition, usual class: inhibitors | 350,000 compounds, 0.35% hits | AID 2517;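 note: potency is the fitted concentration of half-maximal effect; plate controls were vehicle for no effect and reference inhibitor for full effect; nearly all actives have a fitted effect of over 55% in size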
#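 Compound pre-exposure to 0.75 nM APE1, 15 min at ambient temperature. Reaction initiated with 50 nM TAMRA/BHQ-2 THF substrate, read immediately in kinetic mode, 525 nm excitation, 598 nm emission.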
# TRHR ag = activates the human TRH receptor; P34981; TRHR cells, calcium flux fluo-8, FDSS agonist mode; activation, % at 2 µM; 360,000 compounds, 0.18% hits; AID 493084; in the data active = activation above about 30%; note: 0% is about no effect
#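 TRHR-expressing cells loaded with fluo-8 calcium dye; 23 nL library compound pin-transferred, kinetic FDSS fluorescence (Ex 480/Em 530) recorded about 180 s for agonist-induced calcium release, before a 10 nM TRH EC20 addition for potentiator mode.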
# POLI inh = inhibitors of human DNA polymerase iota | Q9UNA4 | 390,000 compounds, 1% hits | Pol iota fluorescent replication assay, 10 min | Potency, µM (titrated, usually from 115 µM), inactives show at the highest dose activity, negative = inhibition, actives largely listed as inhibitors; note: potency is the fitted concentration of half-maximal effect
#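 Pol iota at 10 nM preincubated 15 min with compounds at room temperature; reaction started with fluorescent substrate, 50 nM final. Fluorescence read kinetically at 0 and 10 min; buffer-only wells as negative control.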
# ALOX12 inh = blocks human arachidonate 12S-lipoxygenase; AID 1671190; P18054; Potency, µM (doses to about 108 µM), for inactives: top-dose activity change, negative = inhibition, hits mostly inhibitors; purified 12hLO, xylenol orange hydroperoxide absorbance; 580,000 compounds, 1.1% hits; note: potency is the fitted concentration of half-maximal effect; % is set by controls: 0 for no effect and ±100 for the full control effect
#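 Purified human 12hLO at 150 nM in 25 mM Hepes, 0.01% Triton X-100, pH 7.0, preincubated 15 min at room temperature with compound. Reaction started with 40 uM arachidonic acid, 30 min at room temperature. Hydroperoxide measured by Fe-xylenol orange, 573/405 nm absorbance ratio.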
# * = called active by the depositor; ? = inconclusive; . = no result given; & = joins results of further samples; [ ] = another dose, or the depositor's remark. Unless noted, calls come from the whole dose curve; as a rule, active = well fitted curve in the direction sought with a large enough effect; inconclusive = small, poorly fitted or top-dose-only effect, or another doubt; inactive = no such curve, though single readings can be large; an effect the other way counts as inactive or inconclusive. Only part of the results is shown; count on the stated rates, not on these rows.
# Order of results: Anesthetic bind, ERG-DNA inh, POLK inh, BLM helicase inh, POLB inh, APEX1 inh, TRHR ag, POLI inh, ALOX12 inh
CC(=O)N[C@@H](Cc1c[nH]c2ccccc12)C(=O)OCC(=O)Nc1cc(C)on1
  ., -1%, -7%, ., ., ., ., 5%, 0%
Cc1[nH]nc(-c2ccc(O)cc2O)c1-c1ccc(Cl)cc1
  -13%, -14%, -11%, -9%, 3%, 11%, 0.7, 1%, ?
COc1ccc(-c2nc(CN3CCN(Cc4cccc(F)c4)CC3)c(C)o2)cc1
  -14%, 1%, -15%, 0%, 1%, 11%, 0.2, 18%, -29%
CCc1cc2c(=O)c(-c3nc4ccccc4n3C)c(COCC(=O)O)oc2cc1O
  0%, ., -7%, 3%, 1%, 4%, -0.6, 25%, 18%
Cc1cc(C)c(S(=O)(=O)NC2CC(C)(C)NC(C)(C)C2)cc1C
  -11%, -1%, -13%, -3%, -3%, 28%, 1.6, 28%, ?
CCCCOC(=O)c1ccc(N/C(=N\S(=O)(=O)c2ccccc2)c2ccccc2)cc1
  ?, 6%, -11%, -14%, ?, -3%, 1.0, 64%[activator], -21%
COc1ccc(C2=NS(=O)(=O)N(C)C(C(=O)NCc3ccc(F)cc3)=C2)cc1OC
  -3%, 4%, -4%, -5%, 6%, 1%, -0.5, -12%, -9%
CN(C)Cc1cnc2ccc(Cl)cn12
  -8%, -10%, -5%, 2%, ?, -7%, 0.4, 2%, 0%
COc1cc(C)ccc1OCCOCCOc1c(C)cc(C)cc1Br
  ?, -9%, -6%, -6%, 0%, -8%, -0.4, -2%, 0%
O=c1[nH]c2ccc(NC(=S)NCCc3ccccc3)cc2[nH]1
  5%, 4%, -9%, -3%, -24%, -6%, -0.8, 5%, ?
COc1cc(/C=C/C(=O)N[C@@H](Cc2c[nH]c3ccccc23)C(=O)O)ccc1O
  7%, -18%, -9%, -7%, 1%, 28%, 0.4, 15%, 5%
O=C1C=CC2=C3c4cc(O)c(O)cc4CC3(O)COC2=C1O (centres undefined)
  ., 15%, 1.1µM*, 16µM*, ., 0.11µM*, ., 1.3µM*, ?
COc1cc(OC)cc(-c2nc(-c3ccccc3)no2)c1
  4%, 4%, 0%, 2%, 4%, -1%, 0.9, 17%, 0%
O=C(N/N=C/c1ccccc1C(=O)O)c1cc(-c2ccc3c4c(cccc24)CC3)n[nH]1
  -16%, 1%, -4%, -1%, 56µM*, 15%, -0.3, 56%[activator], -11%
CCNc1ncc2ncc(=O)n(CCc3ccccc3)c2n1
  ., ., 1%[60.1 µM], 0%, ., 1%, ., ., 0%
Cc1ccccc1NC(=S)NCCc1c[nH]c2ccccc12
  -17%, -3%, -8%, -4%, 13%, -9%, -0.3, 54%[activator], ?
CCCC(=O)NC(c1ccco1)c1cc([N+](=O)[O-])c2cccnc2c1O (centres undefined)
  -14%, -2%, -18%, -26%, 3%, 2%, -0.5, 100%[activator], -4%
O=C(Cn1c(=O)n(Cc2nc(-c3ccccc3)no2)c(=O)c2cc3c(cc21)OCO3)Nc1cccc(C(F)(F)F)c1
  -15%, 0%, 8%, -7%, 19%, ., 1.2, 9%, -1%
CCN(CC(=O)Nc1ccccc1OC)C(=O)c1ccc(NC(=O)c2cccs2)cc1
  ., -8%, 12%, ., ., -14%, -0.4, 7%, 23%
O=C(O)Cc1ccc(O)cc1
  ., 5%, -6%, ., ., ., ., 37%[activator], -2%
c1cnc(N2CCN(Cc3ccc4c(c3)OCO4)CC2)cn1
  -6%, 1%, 10%, 0%, 1%, 1%, 1.2, 33%, 0%
C[C@H](CO)N1C[C@H](C)[C@@H](CN(C)C(=O)Nc2ccccc2)Oc2ccc(NC(=O)Cn3cnnn3)cc2C1=O
  ., -2%, 4%, ., ., 15%, ., 14%, 17%
COc1ccc(CCNC(=O)CCCOc2ccc(C)cc2)cc1OC
  -1%, -10%, -10%, 2%, 1%, 7%, -0.1, 1%, -3%
O=C1CCCC(O)=C1N=Nc1ccc2ncsc2c1
  1%, 2%, ?, -24%, 35µM*, -1%, -0.4, 40µM*, ?
CCOc1cc(CN2CCCCCC2)ccc1OC
  -2%, 5%, -6%, 2%, 4%, 5%, 1.8, 46%[activator], ?
CC(NC(=O)OC1CCCCC1)N1C(=O)C2C3C=CC(C3)C2C1=O (centres undefined)
  -8%, -1%, 1%, -4%, 2%, 4%, 0.3, -1%, 4%
COc1ccc(S(=O)(=O)N2CCCN(Cc3cccc(F)c3)CC2)cc1
  -5%, -4%, -9%, -3%, 33%[activator], 0%, ., -8%, 2%
CN(C)S(=O)(=O)c1ccc(C(=O)Nc2ccnn2C2CCCCC2)cc1
  -9%, -5%, 3%, 2%, -12%, 1%, 0.8, 17%, -9%
Cc1cc(C)n(C2CCCCC2OC(=O)CCc2ccccc2)n1 (centres undefined)
  2%, 10%, 8%, 1%, 15%, 13%, -0.4, -16%, ?
CCOC(=O)C1CCCN(C(=O)COC(=O)C2=COCCO2)C1 (centres undefined)
  -10%, 4%, -20%, 0%, 5%, 5%, 0.3, ?, ?

# Part of the list above, as tab-separated lines.
molecule	Anesthetic bind	ERG-DNA inh	POLK inh	BLM helicase inh	POLB inh	APEX1 inh	TRHR ag	POLI inh	ALOX12 inh
COc1cc(OC)cc(-c2nc(-c3ccccc3)no2)c1	4%	4%	0%	2%	4%	-1%	0.9	17%	0%
O=C(N/N=C/c1ccccc1C(=O)O)c1cc(-c2ccc3c4c(cccc24)CC3)n[nH]1	-16%	1%	-4%	-1%	56µM*	15%	-0.3	56%[activator]	-11%
CCNc1ncc2ncc(=O)n(CCc3ccccc3)c2n1	.	.	1%[60.1 µM]	0%	.	1%	.	.	0%
Cc1ccccc1NC(=S)NCCc1c[nH]c2ccccc12	-17%	-3%	-8%	-4%	13%	-9%	-0.3	54%[activator]	?

# Continuation:
# Order of results: Anesthetic bind, ERG-DNA inh, POLK inh, BLM helicase inh, POLB inh, APEX1 inh, TRHR ag, POLI inh, ALOX12 inh
CC(C(O)c1ccc(O)cc1)N1CCC(Cc2ccccc2)CC1 (centres undefined)
  -4%&0%&-1%&-8%, -3%&0%&-6%, -2%[60.1 µM], -7%&-6%&-5%&-4%, 8%[57.1 µM], -8%&1%&-7%&-5%&2%&0%, -0.1&0.5, ?, ?
CN(C(=O)c1ccc2c(c1)S(=O)(=O)N=C1CCCCCN12)c1ccccc1
  ., 5%, 5%, ., ., -1%, 0.9, ?, -2%
CCC1CCCCN1CCCNC(=O)c1cc2c(=O)oc3ccc(C)cc3c2s1 (centres undefined)
  -11%, -2%, 22%, 61%[activator], 11%, -24%, 0.4, -10%, 0%
COc1cc(/C=C/C(=O)c2ccc3c(c2)OCCO3)cc(OC)c1OC
  -12%, 4%, 4%, -1%, 35%, -5%, 0.0, -15%, 1%
O=S(=O)(c1ccc(F)cc1)n1ccc(-c2cnc(-c3ccccc3)s2)n1
  -21%, -3%, -25%, -11%, 27%, -3%, ., 5%, -2%
O=C(Cc1ccc(Cl)cc1)Nc1nc2ccccc2[nH]1
  -2%, 6%, -5%, 0%, 10%, -3%, -0.4, -5%, 10%
COCCNC(=O)c1sc2ncn(CC(=O)N3CCCCC3)c(=O)c2c1C
  10%, 8%, -5%, 1%, 6%, 10%, 1.7, 16%, 0%
CC1(C)CC(=O)C2=C(C1)C(c1cn(-c3ccccc3)nc1-c1ccccc1)C(C#N)=C(N)O2 (centres undefined)
  -5%, -6%, -15%, -5%, 3%, 4%, -0.1, ?, -24%
CCS(=O)(=O)c1ncc(N(Cc2ccco2)Cc2ccccc2F)c(C(=O)Nc2cccc(Cl)c2)n1
  -10%, 3%, -3%, -9%, 1%, ., 1.8, 46%[activator], -5%
CC(=O)Nc1ccc(NC(=O)C2Cc3ccccc3N2C(=O)c2ccccc2)cc1 (centres undefined)
  -14%, 0%, -16%[60.1 µM], -1%, 3%, ., 1.0, -12%, -8%
O=c1c(C(c2ccc(F)cc2)c2c(O)nc3n(c2=O)CCCS3)c(O)nc2n1CCCS2
  3%, 6%, -7%, -2%, 8%, 1%, 0.0, -8%, ?
CCCc1cc(=O)oc2cc(OCC(=O)NC3CCN(Cc4ccccc4)CC3)ccc12
  -6%, 0%, 5%, 1%, 28%, 47%[activator], -0.1, 19%, 4%
CC(=O)N1CCN(CC(O)COc2ccc(Br)cc2)CC1 (centres undefined)
  7%, -4%, -11%, 2%, 78%, 0%, 0.0, 20%, 0.35µM*
Cc1noc(C(=O)Nc2ccccc2C(F)(F)F)c1Cl
  ?, 6%, 1%, -2%, 19%, 10%, 0.6, 6%, -4%
O=C(NCc1cccs1)c1nc(-c2cccs2)no1
  -16%, -4%, 1%, 0%, 31%, -2%, -0.1, -2%, -1%
CO/N=C/C(=N\Nc1ccc(OC)cc1)C(=O)c1ccc(OC)cc1
  -6%, 2%, -9%, -8%, 11%, 4%, 0.4, 9%, 300%[activator]
Cc1ccnc(NC(=O)c2cccc(NC(=O)c3ccc(Cl)c(Cl)c3)c2)c1
  ., 17%, 8%, ., ., ., ., 3%, -28%

# 2 compounds picked at random from those above:
# Order of results: Anesthetic bind, ERG-DNA inh, POLK inh, BLM helicase inh, POLB inh, APEX1 inh, TRHR ag, POLI inh, ALOX12 inh
COCCNC(=O)c1sc2ncn(CC(=O)N3CCCCC3)c(=O)c2c1C
  10%, 8%, -5%, 1%, 6%, 10%, 1.7, 16%, 0%
CC(=O)N1CCN(CC(O)COc2ccc(Br)cc2)CC1 (centres undefined)
  7%, -4%, -11%, 2%, 78%, 0%, 0.0, 20%, 0.35µM*
